Source: PubChem BioAssay (several laboratories)
APP 5UTR inh: APP translation inhibition | SH-SY5Y APP 5'UTR-luciferase reporter, luminescence | inhibition, % at 2 µM | actives 0.82% (n = 190,000);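 active = inhibition above a set limit, derived from the sample mean plus 3 SD, cut at about 45% in these data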; note: values of inactives mirror those of a sister screen read the other way
FLuc stim CS: affects firefly luciferase, flagging false hits in luciferase stimulation screens; 200,000 tested, under 10 active; ATPlite luciferase biochemical, luminescence, 10 min; 0 = ATP-free wells, 1 = DMSO control; P08659; activation factor at 10 µM; AID 1027;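 active = luciferase activation factor, scaled between plate controls, of at least 2 with compound at 10 µM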
Target sequence (P08659 whole entry, looked up): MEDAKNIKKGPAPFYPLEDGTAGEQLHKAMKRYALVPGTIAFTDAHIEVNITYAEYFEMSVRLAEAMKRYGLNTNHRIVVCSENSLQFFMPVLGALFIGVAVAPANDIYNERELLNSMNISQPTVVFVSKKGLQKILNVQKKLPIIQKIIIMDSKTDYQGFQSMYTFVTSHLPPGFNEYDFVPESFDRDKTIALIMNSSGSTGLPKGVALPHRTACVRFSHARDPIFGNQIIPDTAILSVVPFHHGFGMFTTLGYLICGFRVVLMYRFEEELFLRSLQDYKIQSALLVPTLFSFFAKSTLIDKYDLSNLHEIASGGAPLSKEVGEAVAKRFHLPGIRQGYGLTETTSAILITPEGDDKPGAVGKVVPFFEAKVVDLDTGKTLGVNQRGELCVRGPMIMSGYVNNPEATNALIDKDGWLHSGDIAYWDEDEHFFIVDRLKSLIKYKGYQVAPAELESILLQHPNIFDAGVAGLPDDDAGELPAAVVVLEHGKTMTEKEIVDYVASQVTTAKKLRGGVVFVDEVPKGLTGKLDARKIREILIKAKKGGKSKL
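test system = cell-free luciferase reagent | medium = PBS as buffer for the ATP substrate | dosing = test compounds dosed from 2 mM stocks in 100% DMSO | incubation = 10 min at ambient temperature | detection = luminescence measurement of luciferase light output | benchmarks = low control with PBS replacing ATP, high control enzyme plus ATP without compound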
TNAP act hi DEA: activators of human TNAP at high phosphate acceptor concentration; P05186; purified TNAP, CDP-star luminescence, 1 M DEA, 30 min; stronger effect = higher value; 0 = EDTA background, 1 = DMSO-only activity; activation factor at 20 µM; 200,000 tested, under 10 active; AID 1136;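 active = activation factor at least 2 at 20 µM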
Target sequence (P05186 whole entry, looked up): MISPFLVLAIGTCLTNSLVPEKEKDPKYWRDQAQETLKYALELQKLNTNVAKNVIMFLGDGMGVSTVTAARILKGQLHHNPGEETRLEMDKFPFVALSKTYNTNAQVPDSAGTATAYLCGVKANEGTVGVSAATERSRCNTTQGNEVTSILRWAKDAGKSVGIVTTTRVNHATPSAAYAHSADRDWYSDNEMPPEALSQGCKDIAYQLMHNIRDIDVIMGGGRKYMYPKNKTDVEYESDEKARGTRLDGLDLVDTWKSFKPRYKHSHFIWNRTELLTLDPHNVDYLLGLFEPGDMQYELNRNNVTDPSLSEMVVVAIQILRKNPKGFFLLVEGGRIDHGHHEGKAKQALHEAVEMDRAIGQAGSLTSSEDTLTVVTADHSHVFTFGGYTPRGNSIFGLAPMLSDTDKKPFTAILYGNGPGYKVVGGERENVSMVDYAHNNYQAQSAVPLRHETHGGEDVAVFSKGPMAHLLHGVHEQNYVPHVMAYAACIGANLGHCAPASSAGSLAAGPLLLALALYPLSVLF
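system = human TNAP | amount = enzyme diluted 1/800 final | reagent = 100 µM CDP-star substrate | signal = luminescent substrate turnover signal | dosing = one dose, 20 µM | benchmarks = EDTA negative control, DMSO positive control | measure = activation factor | timing = 30 min reaction, room temperature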
RAM inhibit: inhibitors of the yeast RAM network; actives 1.8% (n = 190,000); AID 868; S. cerevisiae dse1pr::URA3 reporter, 5-FOA growth OD615, 2 d; analog-sensitive cbk1-as2 kinase mutant strain; inhibition, % at 50 µM;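 active = inhibition above a set limit, 3 SD over mean compound inhibition, cut at about 8.4% in these data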;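 note: 0% = DMSO-only wells with no growth and 100% = 10 µM 1-NA-PP1 full growth; inhibition rescues growth on 5-FOA so higher OD means more RAM inhibition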
TNAP inh no acc: blocks human TNAP activity with no phosphate acceptor present | purified TNAP, CDP-star luminescence, 30 min | inhibition, % at 20 µM | P05186 | actives 0.26% (n = 200,000);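 active = tissue-nonspecific alkaline phosphatase inhibition above about 50% at 20 µM in the single-dose screen, limit read from the data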;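 note: 0% = DMSO negative control and 100% = EDTA positive control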
bIAP inhibitor: intestinal alkaline phosphatase (bovine) inhibition | purified bovine IAP, CDP-star luminescence, 30 min | inhibition, % at 20 µM | 190,000 tested, under 10 active | AID 1019;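 active = over 50% inhibition of intestinal alkaline phosphatase at 20 µM in the single-dose screen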
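test system = bovine IAP enzyme | medium = DEA buffer 100 mM, pH 9.8, with MgCl2 1.0 mM, ZnCl2 0.02 mM | detection = luminescence | dosing = single compound dose of 20 µM, 2% DMSO final | incubation = 30 min reaction at room temperature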
L major viab: Leishmania major promastigote growth inhibition; Leishmania major promastigotes, resazurin fluorescence viability; inhibition, % at 10 µM; actives 9% (n = 200,000); AID 1063; in the data active = inhibition above about 50%;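 note: promastigotes grown with compound for 44 hours at 28 °C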
FLuc inh counter: Photinus pyralis luciferase inhibition counter-screen; P08659; ATPLite firefly luciferase biochemical luminescence, 10 min; inhibition, % at 10 µM; actives 1.5% (n = 200,000); AID 1006;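 active = inhibition above about 50% when tested at 10 µM, limit read from the data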
bIAP activator: increases bovine intestinal alkaline phosphatase activity; AID 1016; purified bovine IAP, CDP-star luminescence, 30 min; stronger effect = higher value; fold of DMSO-control signal, blank-subtracted; actives 0.17% (n = 200,000); activation factor at 20 µM;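 active = activation factor of 2 or more at 20 µM, a signal rise over negative controls twice the positive control's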
TNAP inh hi DEA: TNAP (human) inhibition, high acceptor. P05186. purified TNAP, CDP-star luminescence, 1 M DEA. inhibition, % at 20 µM. actives 0.03% (n = 200,000);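 active = over 50% inhibition of tissue-nonspecific alkaline phosphatase at 20 µM in the single-dose screen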;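 note: plate controls were DMSO wells for no effect and EDTA-quenched wells as full inhibition for full effect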
Starred values were filed as active, the others as inactive; . = no result given.

SMILES	APP 5UTR inh	FLuc stim CS	TNAP act hi DEA	RAM inhibit	TNAP inh no acc	bIAP inhibitor	L major viab	FLuc inh counter	bIAP activator	TNAP inh hi DEA
O=C(Nc1ccccc1)OCc1cnc(Cl)s1	-4	1	1.1	-1.1	-10	8	-4	0	0.9	-7
CCOc1ccc(N2CC(C(=O)NCCN3C(=O)S/C(=C\c4ccc(OC)c(OC)c4)C3=O)CC2=O)cc1 (stereo not given)	6	1.1	1	5.4	-7	2	3	-6	1	-4
CCc1c(-c2ccccc2)nc2nc(C)c(C)nn12	4	1	1.1	-0.1	-46	-42	-1	0	1.4	-11
COc1ccccc1OCC(=O)NCCC1=CCCCC1	1	1.1	1	-1.0	-13	-3	32	-9	1	-2
O=C(Nc1nc(-c2ccccc2)cs1)NC1CCCCC1	21	1	1	2.5	-13	17	25	-4	0.8	-1
CC1CC(C)CN(c2oc(-c3ccco3)nc2C#N)C1 (stereo not given)	-14	1	1	0.6	-6	9	0	4	0.9	-2
Cc1cccc(-n2c3nc(=O)[nH]c(=O)c-3cc3c(C)nn(-c4ccccc4)c32)c1C	-6	1	1	1.2	-5	24	5	-3	0.8	-2
O=C(NCCN1C(=O)CSC1=O)C1CC(=O)N(c2ccccc2)C1 (stereo not given)	-29	1	1	1.2	-6	-1	-2	-2	1	-1
COc1ccc(C(O)c2nccn2Cc2ccccc2)cc1 (stereo not given)	-11	1	1	2.1	12	5	-2	-2	1	-2
COc1ccc(CNC(=O)CN(Cc2cccs2)C(=O)CCC(=O)Nc2ccccn2)cc1	-12	1	1.1	0.9	-12	-14	-2	-4	1.1	-9
Cc1ccc(-n2nnc(-c3cc4ccccc4nc3Cl)n2)cc1	-5	0.9	1.1	7.6	-6	-6	7	12	1.1	-5
CN(CCc1ccccn1)C(=O)CCC1CCCN(C(=O)NC2CCCCC2)C1 (stereo not given)	-1	1	1	0.2	-8	2	5	-3	1	-4
CCOC(=O)N1CCN(C(=S)NC(=O)c2nn(C)cc2Br)CC1	-1	1	1	2.9	-5	2	-5	-1	1	-3
C/C(=N\OCC(=O)Nc1cc(C)cc(C)c1)c1ccc2c(c1)OCCO2	-2	1.1	0.9	7.4	-14	-1	-2	-5	1	6
O=C(O)CSc1cccc2cccc(C(=O)O)c12	-11	1	1.1	2.0	-16	-1	-9	-3	1	-9
Cc1cccc(N2CCN(C3=NC(=O)/C(=C\c4cn[nH]c4-c4ccccc4)S3)CC2)c1	-11	1	1	4.2	-13	10	6	-3	0.9	-2
CC(=O)C(C)Oc1ncn(-c2ccccc2)n1 (stereo not given)	-5	1	1	1.1	0	11	-4	-5	0.9	-2
NC(=O)CNC(=O)[C@@H]1CC2(CC(c3cccc(Br)c3)=NO2)CN1C(=O)c1ccc(Br)cc1 (stereo not given in full)	7	1	1	1.3	-5	-1	-2	-2	1	1
O=C(O)c1cccc(N/N=C/c2cc(Br)cc(Br)c2O)c1	-130	1	1	7.1	-2	11	-18	3	0.9	0
CC(=N\Nc1ccccc1)/C(=N/O)C(=O)Nc1ccccc1	4	1.1	1.1	-0.5	-12	10	-6	-7	0.9	-6
COC(=O)c1c(C)[nH]c(C)c1-c1cccc([N+](=O)[O-])c1	2	1	1	0.6	-9	9	21	-1	0.9	1
Cc1cc(C)nc(/N=C(\N)Nc2ccc(-c3ccccc3)cc2)n1	-30	1	1.1	4.1	-93	-267	98*	0	3.7*	-5
O=C(NCc1ccccn1)C(C(=O)c1ccc(F)cc1)n1ccccc1=O (stereo not given)	16	1	1	1.3	-28	8	-5	-3	0.9	-4
CCCc1c(O)nc(SCC(=O)NCc2ccco2)[nH]c1=O	2	1	1	-0.8	-10	-13	0	-4	1.1	-3
COc1ccc(CC(=O)NNC(=O)CSc2nnc(Cc3ccc(OC)cc3)n2-c2ccccc2)cc1	-8	0.9	1	0.9	-157	12	-4	6	0.9	2

Ordered by formula weight (ascending): some entries from above
SMILES	APP 5UTR inh	FLuc stim CS	TNAP act hi DEA	RAM inhibit	TNAP inh no acc	bIAP inhibitor	L major viab	FLuc inh counter	bIAP activator	TNAP inh hi DEA
CCc1c(-c2ccccc2)nc2nc(C)c(C)nn12	4	1	1.1	-0.1	-46	-42	-1	0	1.4	-11
O=C(O)CSc1cccc2cccc(C(=O)O)c12	-11	1	1.1	2.0	-16	-1	-9	-3	1	-9
CC1CC(C)CN(c2oc(-c3ccco3)nc2C#N)C1 (stereo not given)	-14	1	1	0.6	-6	9	0	4	0.9	-2
COC(=O)c1c(C)[nH]c(C)c1-c1cccc([N+](=O)[O-])c1	2	1	1	0.6	-9	9	21	-1	0.9	1
COc1ccc(C(O)c2nccn2Cc2ccccc2)cc1 (stereo not given)	-11	1	1	2.1	12	5	-2	-2	1	-2
CC(=N\Nc1ccccc1)/C(=N/O)C(=O)Nc1ccccc1	4	1.1	1.1	-0.5	-12	10	-6	-7	0.9	-6
O=C(Nc1nc(-c2ccccc2)cs1)NC1CCCCC1	21	1	1	2.5	-13	17	25	-4	0.8	-1
CCCc1c(O)nc(SCC(=O)NCc2ccco2)[nH]c1=O	2	1	1	-0.8	-10	-13	0	-4	1.1	-3
O=C(NCCN1C(=O)CSC1=O)C1CC(=O)N(c2ccccc2)C1 (stereo not given)	-29	1	1	1.2	-6	-1	-2	-2	1	-1
O=C(NCc1ccccn1)C(C(=O)c1ccc(F)cc1)n1ccccc1=O (stereo not given)	16	1	1	1.3	-28	8	-5	-3	0.9	-4
CCOC(=O)N1CCN(C(=S)NC(=O)c2nn(C)cc2Br)CC1	-1	1	1	2.9	-5	2	-5	-1	1	-3
CCOc1ccc(N2CC(C(=O)NCCN3C(=O)S/C(=C\c4ccc(OC)c(OC)c4)C3=O)CC2=O)cc1 (stereo not given)	6	1.1	1	5.4	-7	2	3	-6	1	-4

Other entries
SMILES	APP 5UTR inh	FLuc stim CS	TNAP act hi DEA	RAM inhibit	TNAP inh no acc	bIAP inhibitor	L major viab	FLuc inh counter	bIAP activator	TNAP inh hi DEA
O=C(NCc1ccccn1)c1ccc(Cl)c(S(=O)(=O)N2CCCCC2)c1	-3	1.1	1	2.1	-16	-9	6	-7	1.1	-4
CN(C)c1ccnc2sc(C(=O)c3ccc(Br)cc3)c(N)c12	-39	1	1	1.8	-2	-2	-2	4	1	5
O=C1CC(N2CCOCC2)C(=O)N1Cc1ccc(N2CCCC2=O)cc1 (stereo not given)	-6	1.1	1.1	1.7	-3	11	-3	-8	0.9	-10
CCOCCCNC(=O)C(c1ccc(OC)cc1)N(Cc1cccs1)C(=O)CNC(C)=O (stereo not given)	18	1	1	0.0	-15	-5	-5	1	1.1	-4
CCOC(=O)c1sc(NC(=O)CSc2nnnn2-c2ccccc2)c(C(=O)OCC)c1C	7	1	1	5.0	-6	10	2	1	0.9	1
O=C(CSc1nc2ccccc2c(=O)n1-c1ccccc1)N/N=C/C=C/c1ccccc1[N+](=O)[O-]	-1	1	1	3.9	-6	2	43	0	1	-3
COc1cc(O)c(NC(C)=O)c2nonc12	0	1	1	.	-15	19	-1	-4	0.8	-5
O=C(Cc1ccc(-n2c(=O)c3ccccc3n(Cc3ccc(F)cc3)c2=O)cc1)NCC1CCCO1 (stereo not given)	1	1.1	1	2.4	-8	6	48	-7	0.9	1
O=C(CCc1ccccc1)Nc1nnc(-c2cccs2)o1	.	1	1	0.8	-2	38	57*	-5	0.6	-5
COc1cccc(C2CC(=O)Nc3cc4c(cc32)CCC4)c1 (stereo not given)	57*	1	1	0.2	-6	-17	3	4	1.2	-2
COc1cccc(-n2c(CN3CCN(c4cccc(C)c4)C(C)C3)nc3ccc([N+](=O)[O-])cc3c2=O)c1 (stereo not given)	-28	1	1	3.0	-7	14	66*	-5	0.9	2
COc1cccc(S(=O)(=O)NCc2ccc(C(=O)Nc3ccc(C)cc3)cc2)c1	-31	1.1	1	2.0	-11	25	-3	-7	0.7	-2
O=C(NCCc1ccccn1)c1cccc(S(=O)(=O)N2CCc3ccccc32)c1	0	1	1	2.4	-6	-19	3	1	1.2	-4
O=C(CCC(=O)NNC(=O)COc1ccccc1)NCc1ccccc1	-14	1	1	-0.4	-10	-14	-8	0	1.1	0
COc1cc(C(=O)Nc2cc(C)ccn2)cc(OC)c1OC	-16	1	1	1.9	-10	-1	15	-3	1	-3
Cc1ccoc1C(=O)NCCNc1ccc(Cl)cc1[N+](=O)[O-]	-8	1	0.7	0.1	20	30	83*	0	0.7	26
Cn1nnnc1NCc1cccc(Cl)c1Cl	-8	1.1	1	1.8	-7	-4	0	-5	1	-2
C=CCNC(=O)c1csc(-c2ccccc2)n1	-23	0.8	1	1.5	-5	-6	-7	22	1.1	-1
CCOC(=O)c1c(C)oc2ccc(OCC(=O)N(CC)CC)cc12	6	1	1	-0.5	-10	-6	1	-2	1.1	-4
COC(=O)Cc1cnc(NC(=O)C2C3CCC(C3)C2C(=O)O)s1 (stereo not given)	-3	1	1	2.1	-9	8	-3	-3	0.9	-1
Cc1nn(C)c(=O)n1N(C)c1ncc(C(F)(F)F)cc1Cl	-16	1	1	-0.4	-18	-11	-9	-2	1.1	-3
O=C(NC1CCCC1)C1(c2ccccc2)CCN(S(=O)(=O)c2ccccc2)CC1	-22	1.1	1	5.0	-9	7	8	-7	0.9	-1
CC(NS(=O)(=O)c1ccc(F)cc1)C(c1cccs1)N1CCOCC1 (stereo not given)	-4	1	1	0.0	-8	13	-3	0	0.9	-1
CCCCCn1c(=O)[nH]c2cc(C(=O)NCc3ccc4c(c3)OCO4)ccc2c1=O	0	1.1	1	3.9	2	6	1	-6	0.9	0
Cc1sc2ncnc(N3CCCCC3C)c2c1C (stereo not given)	-10	1.1	1.1	0.3	1	3	6	-5	1	-6

New compounds follow.
SMILES	APP 5UTR inh	FLuc stim CS	TNAP act hi DEA	RAM inhibit	TNAP inh no acc	bIAP inhibitor	L major viab	FLuc inh counter	bIAP activator	TNAP inh hi DEA
CCN(CCCNC(=O)C1CCC(=O)N1Cc1ccc(C)cc1)c1cccc(C)c1 (stereo not given)	-8	1	1	2.4	-10	-13	9	-3	1.1	0
c1ccc(N2CCN(C3CCSC3)CC2)cc1 (stereo not given)	-6	1	1	0.2	-10	-2	15	-3	1	-4
O=Cc1ccc(Oc2ncccn2)cc1	-14	1	1	1.8	-16	5	-4	0	1	-3
CCOC(=O)C1CCN(C(=O)/C=C/c2cc(OC)c(OC)c(OC)c2)CC1	-3	1	1.1	-0.1	-11	5	55*	-5	1	-5
C=C(C)CSc1nnc(-c2cc(OC)c(OC)c(OC)c2)n1N	1	1.1	1.1	0.2	-10	-8	2	-8	1.1	-6
Cc1cccc(/C=C2/C(=O)/C(=C/c3ccccc3C)C3CCC2N3C)c1 (stereo not given)	3	1	1	0.5	-4	8	28	0	0.9	3
Cc1nnc(SC(C)C(=O)Nc2ccc3c(c2)OCCO3)s1 (stereo not given)	-4	1	1	1.8	-2	6	-3	4	0.9	0
